# S3 lipid droplet: qHTS Assay for Lipid Storage Modulators in Drosophila S3 Cells; 0.64% of 320,000 active; Potency in µM for hits, for the others lipid storage change, negative = inhibition, % at the top dose, mostly 46.1 µM; Drosophila S3 cells, BODIPY lipid droplet fluorescence, 18-24 h; cells fed with added oleic acid; active means well fitted inhibition curve with a large enough effect in the signal ratio, with a control signal flat, not every such curve was filed as active; inconclusive means small, poorly fitted or top-dose-only effect, or effect the other way, or a change in a side signal; the % refers to the signal ratio
#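 Drosophila S3 cells loaded with oleic acid (400 uM, as added) and compounds at several concentrations; lipid droplets imaged by 488-nm laser-scanning cytometry, 500–530 nm intensity and object ratio to cell channel. Percent activity normalized to 20 uM Triacsin C.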
# S3 lipid droplet cell count max: recorded beside S3 lipid droplet, whose call it bears; cell number change, %; measured here: cell count max response;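 cells counted by Cell Tracker Red CMTPX staining in the red channel; peak over a dose series mostly up to 46.1 µM; percent activity relative to internal control wells on each plate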
# Numbers without * were called inactive; i = inactive; ? = inconclusive; . = not tested or not shown. On the % scale 0 is the no-effect control and ±100 the full control effect; potency means the concentration at half of the fitted maximal effect. A portion of the library; the hit share may differ from the screen's.
SMILES,S3 lipid droplet,S3 lipid droplet cell count max
CC(NC(=O)Nc1ccccc1)C(c1cccs1)N1CCN(c2ccccc2)CC1 (stereo not drawn),10.7%,3.0
Cc1c(Nc2nc3ccccc3n3cnnc23)cccc1[N+](=O)[O-],i,.
Cc1ccccc1Nc1ncnc2c1cnn2-c1ccccc1,-19.8%,.
Cc1cc(=O)oc2cc(OCC(=O)Nc3nnc(C4CC4)s3)ccc12,?,.
CCC(=O)c1cc(-c2nc3ccccc3n2C)n(C)c1,?,.
CCOC(=O)c1cnc2ccccc2c1Nc1cc(C(=O)O)ccc1C,-5.9%,.
COc1cccc(C(=O)Nc2ncc3c(n2)CC(c2ccc(OC)cc2OC)CC3=O)c1 (stereo not drawn),?,.
CCOc1ccccc1NC(=O)CCc1nnc2ccc(NCc3ccco3)nn12,i,-14.2
Cc1cc(CNC(=S)Nc2ccc(Br)cc2Cl)nn1C,1.3%,1.7
COCCN1C(=O)C(CC(=O)Nc2ccc(C(C)=O)cc2)SC1=Nc1ccccc1 (stereo not drawn),8.9%,-5.0
COc1ccc(NC(=O)Nc2ccc(CC(=O)O)cc2)cc1,0.116µM*,-22.2*
COc1cc(C(=O)Nc2c(C(=O)O)[nH]c3ccc(Br)cc23)cc(OC)c1OC,?,.
COc1ccc(C(O)P(=O)(OC(C)C)OC(C)C)c(OC)c1 (stereo not drawn),?,.
COC(=O)c1c(NC(C)=O)sc2c1CCCCC2,?,.
Clc1ccc(-c2ccc(/C=N/Nc3nncc(-c4ccccc4)n3)o2)cc1,?,.
Cc1onc(-c2ccccc2)c1C(=O)OCCOc1cccc(Cl)c1,?,.
O=C(CCCCCN1C(=O)CCC1=O)Nc1ccc(Cl)c(C(F)(F)F)c1,?,.
COC(=O)c1ccc2nc(-c3cccc(N)c3)cn2c1,7.9%,0.9
Cc1cc(C)n2nc(C(=O)N/N=C/c3ccc(O)cc3)nc2n1,-16.3%,0.3
COc1cccc(C(=O)N2CCN=C2SC)c1,?,.
CC(NC(=O)C(=O)NCCC1=CCCCC1)c1ccccc1 (stereo not drawn),?,.
O=C(Nc1ccccc1)C(c1ccccc1)c1ccccc1,9.2%,6.1
O=C(O)c1ccc(Cl)c(NC(=O)C2CCCN2S(=O)(=O)c2cccc3nsnc23)c1 (stereo not drawn),?,.
Cc1cccc(C)c1NC(=O)C(c1cccs1)N(Cc1ccco1)C(=O)Cn1nnc2ccccc21 (stereo not drawn),?,.
CCSC1=C(C#N)C(c2ccccc2C)CC(=O)N1 (stereo not drawn),?,.
CC(C)C(=O)N(Cc1cc2ccccc2[nH]c1=O)C(C)(C)C,11.6%,0.8
Cc1ccc2oc(C(F)(F)C(F)F)cc(=O)c2c1,?,.
O=S(=O)(Nc1ccc2nc(-c3ccco3)[nH]c2c1)c1ccccc1,i,-19.9
CC(=O)NC1C(OCCOc2ccc(Cl)cc2C)OC(CO)C(O)C1O (stereo not drawn),-2.1%,-14.0
O=C(Nc1nc(-c2ccccc2)cs1)C1CCCN(S(=O)(=O)c2ccccc2)C1 (stereo not drawn),?,.

# Entries of single compounds, looked up by structure. Order of values: S3 lipid droplet, S3 lipid droplet cell count max
# Entry for COC(=O)c1ccc2nc(-c3cccc(N)c3)cn2c1 → 7.9%, 0.9
# Entry for O=S(=O)(Nc1ccc2nc(-c3ccco3)[nH]c2c1)c1ccccc1 → i, -19.9
# Entry for CC(C)C(=O)N(Cc1cc2ccccc2[nH]c1=O)C(C)(C)C → 11.6%, 0.8
# Entry for Cc1cc(C)n2nc(C(=O)N/N=C/c3ccc(O)cc3)nc2n1 → -16.3%, 0.3

# More entries.
SMILES,S3 lipid droplet,S3 lipid droplet cell count max
Cc1onc(-c2ccccc2Cl)c1C(=O)NC(=S)Nc1ccc(C(C)C)cc1,?,.
COc1ccc(C(=O)N/N=C2/SCC(=O)N2Cc2ccc3c(c2)OCO3)cc1OC,?,.
Clc1ccc2[nH]c(-c3ccccc3)cc2c1,?,.
CCCNC(=O)Nc1nc2ccccc2s1,1.5%,.
N#CC(=C=[N-])c1nc2ccccc2nc1-[n+]1cccc(NC(=O)c2ccccc2)c1,?,.
C(=C\c1nnc2c3ccccc3ncn12)/c1ccccc1,29.4%,-3.8
Cc1ccc(C(=O)NCC(=O)N(C)Cc2cccc(F)c2)s1,?,.
Cc1cc(NC(=O)CSc2ccc(-c3ccc(Br)cc3)nn2)no1,?,.
CC(NC(=O)c1cnccn1)c1ccc(S(N)(=O)=O)cc1 (stereo not drawn),2.4%,13.7
CN1C(=O)C2(C(C#N)=C(N)Oc3c2oc(CO)cc3=O)c2ccccc21 (stereo not drawn),-3.1%,6.0
Cc1cc(C)nc(NC(N)=S)n1,-12.2%,15.9
NNC(=O)c1oc2nc(-c3cccs3)cc(-c3ccco3)c2c1N,?,.
Cc1cc(C)c(S(=O)(=O)Nc2ccc(-c3cn4ccccc4n3)cc2)c(C)c1,i,13.9
CCCc1cc(=O)oc2cc(OCc3ccc(OC)cc3)c(Cl)cc12,9.6%,6.8
CCC(NC(=O)CN1CCN(C(=O)c2cccs2)CC1)c1ccc(C)cc1 (stereo not drawn),?,.
O=C1NC(NS(=O)(=O)c2ccccc2)(C(F)(F)F)C(=O)N1c1cccc(Cl)c1 (stereo not drawn),i,-2.6
Cc1nc2ccc(NC(=O)N3CCSCC3)cc2nc1C,?,.
C=C(C)CNC(=O)CCc1nnc(Cc2cccc(C(F)(F)F)c2)o1,-2.2%,1.2
COc1ccc(C/C(N)=N/OC(=O)C(c2ccccc2)c2ccccc2)cc1OC,-24.6%,.
CCOc1cc(CNc2ccc(N3CCN(C(C)=O)CC3)cc2)cc(Br)c1OC,?,.
Nn1c(SCc2ccc(C(=O)O)cc2)nnc1-c1ccc(Cl)cc1Cl,13.6%,7.7
C/C(O)=C(/C#N)c1nc2ccccc2[nH]1,16.7%,-21.9
CC(OC(=O)CCCN1C(=O)c2ccccc2C1=O)C(=O)Nc1ncc(Cl)cc1Cl (stereo not drawn),11.3%,-10.0
COc1ccccc1OCC(=O)NNC(=O)CSC(=S)N1CCCC1,?,.
Cc1sc2nc(NCCO)[nH]c(=O)c2c1C,?,.
CCOC(=O)c1sc(NC(=O)CSc2nnnn2-c2ccc(C)cc2C)nc1C,?,.
O=C(N/N=C/c1ccncc1)c1cc([N+](=O)[O-])cc([N+](=O)[O-])c1O,0.1%,16.3
Cc1ccc(NC(=O)NC(=O)CN2C(=O)NC3(CCc4ccccc43)C2=O)c(C)c1 (stereo not drawn),i,-28.1
COc1ccccc1OCC(=O)NCc1nc(-c2ccccc2)no1,10.4%,-18.2
O=C(Cc1ccc(-n2cccc2)cc1)NC1CCCCC1,20.7%,-7.4
Nc1ccccc1SC1CC(=O)N(c2ccc3c(c2)OCCO3)C1=O (stereo not drawn),?,.
Cc1ccc(-n2nnnc2CNC(=O)c2ccc(Br)o2)cc1C,i,-19.5
Nc1nc(SCn2nnc3ccccc3c2=O)n[nH]1,?,.
CCN(CC(=O)Nc1ccc(N2CCOCC2)cc1)C(=O)c1ccc(C(F)(F)F)cc1,?,.
CCC(c1nnnn1Cc1ccco1)N1CCC(C(N)=O)CC1 (stereo not drawn),5.8µM*,-7.7*
COc1cccc(C2c3[nH]c4ccccc4c3CCN2Cc2cccc(C)n2)c1 (stereo not drawn),10.9%,-7.4
NC(=O)[C@@H]1CCCN1Cc1c(C(=O)N2CCN(C3CCCCC3)CC2)nc2ccccn12,?,.
COc1ccc(C(=O)Nc2cc(C(C)=O)c(C)oc2=O)cc1,22.9%,.
O=C1CCC(C(=O)O)(c2ccccc2)C1 (stereo not drawn),?,.
Clc1ccc(Cn2cnc3ccccc32)cc1,?,.
O=c1/c(=C\c2cccnc2)sc2nc3ccccc3n12,-13.0%,4.0
CSc1ccc(C(=O)C2CCCN(C(=O)CN3CCOC3=O)C2)cc1 (stereo not drawn),?,.
COc1cc(NC(=O)CSc2nncn2C)c(C)cc1[N+](=O)[O-],?,.
Cn1c(CNS(=O)(=O)c2ccc(F)cc2)n[nH]c1=S,?,.
CC(C)CC(=O)Nc1cccc(C(C)O)c1 (stereo not drawn),?,.

# Five entries picked at random from the list so far:
SMILES,S3 lipid droplet,S3 lipid droplet cell count max
CCC(c1nnnn1Cc1ccco1)N1CCC(C(N)=O)CC1 (stereo not drawn),5.8µM*,-7.7*
COc1cc(NC(=O)CSc2nncn2C)c(C)cc1[N+](=O)[O-],?,.
Nc1ccccc1SC1CC(=O)N(c2ccc3c(c2)OCCO3)C1=O (stereo not drawn),?,.
Clc1ccc(Cn2cnc3ccccc32)cc1,?,.
O=C1CCC(C(=O)O)(c2ccccc2)C1 (stereo not drawn),?,.

# The list continues:
SMILES,S3 lipid droplet,S3 lipid droplet cell count max
COc1ccc(/C=C2\Sc3ccc(C(=O)N4CCCC4)cc3N(C)C2=O)cc1OC,?,.
COc1ccc(CCNc2nc(C)nc3c2nnn3Cc2ccccc2)cc1OC,?,.
CO/N=C/NC(=O)c1c(OC)ccnc1Oc1cccc(C(F)(F)F)c1,-6.2%,.
CSCCC(NC(=O)/C(=C/c1ccc(F)cc1)NC(C)=O)C(=O)O (stereo not drawn),-1.6%,15.4
Cc1nn(C)cc1C1Nc2ccccc2C(=O)N1O (stereo not drawn),7.2%,-0.8
CCOc1ccccc1N,?,.
Cc1ccc(-n2c(Cc3cccn3C)nnc2SCC(=O)N2CCN(c3ccccc3)CC2)cc1,?,.
O=C(O)CC(NC(=O)C1CCCCC1)c1cc([N+](=O)[O-])ccc1Cl (stereo not drawn),-12.1%,-19.9
COc1ccc(O[C@H]2C=C[C@@H](c3ccccc3)O[C@@H]2COC(=O)CCC(C)=NO[C@@H]2O[C@H](COC(C)=O)[C@@H](OC(C)=O)[C@H](OC(C)=O)[C@H]2OC(C)=O)cc1,?,.
CC1(C)CC(=O)c2c(-c3cccs3)n[nH]c2C1,i,.
COc1cc(C2Nc3ccccc3C(=O)N2c2ccc3c(c2)OCCO3)ccc1OCC(C)C (stereo not drawn),?,.
CCCN(CCC)CCCNC(=O)c1cn(C)c2ccc(S(=O)(=O)N(C)C3CCCCC3)cc2c1=O,8.0%,11.0
CN(c1ccccc1)S(=O)(=O)c1cccc(NC(=O)CN2CCc3ccccc3C2)c1,i,.
Clc1nc2nc3n(c2nc1Cl)CCC3,1.6%,10.2
COC(=O)c1ccccc1N1C(=O)[C@@H]2C(c3ccc(Br)cc3)=NO[C@@H]2C1=O,?,.
Cc1ccc2oc(=O)n(CCOc3ccccc3C)c2c1,-1.0%,9.8
O=C1NC(c2cccc([N+](=O)[O-])c2)Oc2ccccc21 (stereo not drawn),6.0%,14.2
CCOC(=O)N1CCN(C(=O)C(NC(=O)c2ccco2)C(C)C)CC1 (stereo not drawn),?,.
CCOc1ncccc1C(=O)OCC(=O)Nc1cc(S(=O)(=O)N(CC)CC)ccc1C,-12.0%,-5.2
COc1ccc(CCNC(=O)CCC(=O)n2ncc3ccc(Cl)cc32)cc1OC,i,25.4
O=C(Nc1ccc(F)cc1)C(c1ccccc1)N1CCN(CC(=O)N2CCCC2)CC1 (stereo not drawn),?,.
N#CC1=C(Nc2ccccc2Cl)SC(c2ccccc2O)NC1=O (stereo not drawn),?,.
Cn1c(=O)[nH]c(=O)c2c1nc(N/N=C/C(Br)=C/c1ccccc1)n2CCO,?,.
CC(C)N1CCC(N2CCN(CCCc3ccccc3)CC2CCO)CC1 (stereo not drawn),-2.5%,9.4
COC(=O)c1cc(-c2ccc(NC(C)=O)cc2)nc2ccccc12,?,.
CN(c1ccccc1C(=O)O)S(=O)(=O)c1ccc2[nH]c(=O)[nH]c2c1,?,.
O=C(N/N=C/c1cccc(C(F)(F)F)c1)c1ccc(O)cc1,?,.
O=C(NCC1CCCO1)C1CCN(c2ccc(S(=O)(=O)N3CCCC3)cc2)CC1 (stereo not drawn),?,.
CCOC(=O)C1(Cc2cccc(F)c2)CCN(C(=O)c2ccoc2C)CC1,?,.
COC(=O)c1nn(-c2ccccc2)c(Sc2ccccc2)c1/C=N/O,-9.0%,21.5
Cc1cc(C)nc(SCC(=O)OC(C)C(=O)Nc2ccccc2)n1 (stereo not drawn),i,16.8
O=C(Cc1ccsc1)Nc1ccc2c(c1)OCO2,2.2%,2.4
CCCCN(CC)CCNC(=O)C1c2cc(OC)c(OC)cc2C(=O)N2CCc3ccccc3C12 (stereo not drawn),9.3%,-1.1
COCCCN(C(=O)c1cccnc1SC)c1c(N)n(Cc2ccccc2)c(=O)[nH]c1=O,-0.9%,-3.4
O=C(NCCCc1ccccc1)C(=O)c1c[nH]c2ccccc12,?,.
Oc1ccc(Nc2nc(-c3ccc4ccccc4c3)cs2)cc1,?,.
COc1ccccc1N1CCN(C(=O)c2cc3c(s2)CCC3)CC1,7.1%,13.7
NC(=O)c1ccc(C(=O)c2ccc([N+](=O)[O-])cc2)cc1,?,.
O=C(CCCn1c(=O)oc2ccccc21)NC1CCCCCC1,7.3%,1.2
CCn1cc(/C=C(\NC(=O)c2ccccc2)C(=O)N2CCOCC2)c2ccccc21,?,.
CCOC(=O)C1CCCN(S(=O)(=O)c2ccc3c(c2)N(C)C(=O)CC(=O)N3C)C1 (stereo not drawn),i,3.8

# Part of the list above, reformatted:
Molecule	S3 lipid droplet	S3 lipid droplet cell count max
Cc1cc(CNC(=S)Nc2ccc(Br)cc2Cl)nn1C	1.3%	1.7
COCCN1C(=O)C(CC(=O)Nc2ccc(C(C)=O)cc2)SC1=Nc1ccccc1 (stereo not drawn)	8.9%	-5.0
COc1ccc(NC(=O)Nc2ccc(CC(=O)O)cc2)cc1	0.116µM*	-22.2*

# Assay outcomes: PubChem, National Center for Advancing Translational Sciences (NCATS)
